From PubChem BioAssay
GLD-1 TGE inh = GLD-1-TGE RNA interaction inhibition (C. elegans); 320,000 tested, 0.44% active; purified GLD-1 + fluorescein TGE RNA, fluorescence polarization; inhibition, % at 5.96 µM; Q17339;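 active = percent inhibition above a per-plate cutoff, the plate mean of test compounds plus 3 SD, cut at about 30% in these data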;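 also: 0% = DMSO wells with GLD-1 and probe and 100% = wells lacking GLD-1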
Target sequence (Q17339 whole entry, looked up): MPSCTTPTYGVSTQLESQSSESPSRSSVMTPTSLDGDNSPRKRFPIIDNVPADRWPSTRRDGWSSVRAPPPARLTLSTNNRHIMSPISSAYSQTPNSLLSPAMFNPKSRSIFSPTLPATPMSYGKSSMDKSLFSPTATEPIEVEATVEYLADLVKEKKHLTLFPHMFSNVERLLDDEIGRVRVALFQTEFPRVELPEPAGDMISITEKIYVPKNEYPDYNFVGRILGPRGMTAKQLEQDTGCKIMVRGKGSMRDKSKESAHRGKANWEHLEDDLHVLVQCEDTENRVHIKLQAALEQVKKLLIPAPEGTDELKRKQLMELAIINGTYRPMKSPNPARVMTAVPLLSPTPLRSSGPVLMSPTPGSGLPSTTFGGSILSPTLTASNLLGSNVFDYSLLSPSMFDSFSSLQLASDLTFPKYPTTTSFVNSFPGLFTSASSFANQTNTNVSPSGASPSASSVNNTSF
Fam108B counter = Fam108B inhibition, counter-screen for RBBP9 inhibitors; recombinant Fam108B, FP-Rh probe fluorescence polarization; inhibition, % at 9.51 µM; 300,000 tested, 0.33% active; AID 1947;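 active = inhibition above the screen mean inhibition plus 3 SD, computed separately per campaign, cut at about 18% in these data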;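 also: inhibitors lower polarization as less probe binds the enzyme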
MCL1-BIM inh = disrupts human MCL1 binding to BIM-BH3 peptide | Q07820 | GST-MCL1 / FITC-Bim-BH3 fluorescence polarization | inhibition, % at 10.9 µM | 320,000 tested, 0.68% active | AID 2057;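 active = inhibition above the mean inhibition of all tested compounds plus 3 SD, set per campaign, cut at about 40% in these data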;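 also: 0% = DMSO wells and 100% = unlabeled Bim-BH3 peptide control; higher means more loss of mP so more displacement of Bim peptide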
Target sequence (Q07820 whole entry, looked up): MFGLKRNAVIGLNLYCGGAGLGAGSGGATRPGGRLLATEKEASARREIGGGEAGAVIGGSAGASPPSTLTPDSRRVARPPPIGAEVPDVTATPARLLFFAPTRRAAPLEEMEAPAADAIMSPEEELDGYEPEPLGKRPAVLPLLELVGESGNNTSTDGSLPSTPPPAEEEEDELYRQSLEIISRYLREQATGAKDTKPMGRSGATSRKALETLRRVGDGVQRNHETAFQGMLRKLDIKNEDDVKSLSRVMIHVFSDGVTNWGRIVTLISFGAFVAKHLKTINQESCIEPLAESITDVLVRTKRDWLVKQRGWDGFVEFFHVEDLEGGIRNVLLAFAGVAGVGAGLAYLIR
MEX-5 binding = C. elegans MEX-5 TCR-2 RNA binding activity | Q9XUB2 | MEX-5/FITC-TCR2 RNA binding, fluorescence polarization; active compounds read low | activity score (negative = inhibition of binding), % at 10 µM | 300,000 tested, 0.38% active;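 active = inhibition past about -25% in most replicates, and total fluorescence under double the plate's negative control median, limit read from the data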;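 also: 0% = DMSO and -100% = 5 µM competing unlabeled TCR2 RNA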
EBNA-1 inhibitor = blocks EBNA-1 binding to DNA. 300,000 tested, 0.34% active. EBNA-1 DNA binding, fluorescence polarization. inhibition, % at 14.8 µM; in the data active = inhibition above about 28%
ZTA counter = counter-screen for EBNA-1 inhibitors: inhibitors of Epstein-Barr virus ZTA. ZTA-DNA binding, fluorescence polarization. inhibition, % at 11 µM. 320,000 tested, 0.15% active. AID 2234; in the data active = inhibition above about 33%
Efflux pump mplx = inhibitors of Candida antifungal efflux pumps expressed in yeast; S. cerevisiae Candida pump triplex, Nile Red efflux; inhibition, % at 10 µM; 330,000 tested, 0.44% active;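 active = plate passing quality check with inhibition over a set limit, or well fluorescence over plate mean plus 4 SD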;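 also: Nile Red retained in pooled yeast measured as flow cytometry median fluorescence; 0% = buffer negative control and 100% = Enniatin B positive control; higher means more Nile Red kept so more efflux inhibition; some compounds called inactive have numbers as strong as hits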
CR mimetic SO = caloric restriction mimetics inhibiting age-related superoxide in yeast. 330,000 tested, 0.18% active. superoxide response (% of plate mean), % at 10 µM. S. cerevisiae aged cells, superoxide DHE fluorescence; active compounds read low. AID 2690;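 active = superoxide response under a set limit, about three screen SD below normal, cut at about 65% in these data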;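 also: yeast aged for seven days with compound at 30 °C before DHE staining; 100% = average MFI of all compound-treated wells on the plate with controls excluded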
Bcl-xL primary = inhibitors of human Bcl-xL; Q07817; GST-Bcl-xL / FITC-Bim BH3 peptide fluorescence polarization; inhibition, % at 10.9 µM; 320,000 tested, 0.7% active; AID 2129;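 active = inhibition above the mean of all tested compounds plus 3 SD, cutoff set per campaign, cut at about 30% in these data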;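 also: 0% = DMSO wells and 100% = unlabeled Bim-BH3 peptide competitor; inhibitors lower millipolarization by displacing the labeled peptide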
Target sequence (Q07817 whole entry, looked up): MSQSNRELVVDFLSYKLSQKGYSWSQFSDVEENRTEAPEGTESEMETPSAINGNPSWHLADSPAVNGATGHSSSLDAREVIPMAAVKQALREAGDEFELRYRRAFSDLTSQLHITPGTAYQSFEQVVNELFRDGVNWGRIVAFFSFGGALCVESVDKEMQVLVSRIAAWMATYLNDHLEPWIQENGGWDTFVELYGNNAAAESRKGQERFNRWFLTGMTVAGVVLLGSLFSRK
An asterisk follows results filed as active; · = not tested or not shown.

SMILES	GLD-1 TGE inh	Fam108B counter	MCL1-BIM inh	MEX-5 binding	EBNA-1 inhibitor	ZTA counter	Efflux pump mplx	CR mimetic SO	Bcl-xL primary
Cc1cc(S(=O)(=O)N2CCCC(C(=O)Nc3ccc(C(=O)O)cc3)C2)ccc1Cl (stereo not given)	-3	-1	-3	0.9	12	11	0.0	113	-5
O=C(Nc1ccc(F)c(F)c1)C1CCN(S(=O)(=O)c2cccs2)CC1	2	·	-9	·	·	-17	-0.2	84	-6
CC1CCCN(C(=O)CSc2n[nH]c(-c3cccs3)n2)C1 (stereo not given)	-4	0	-1	3.7	-8	0	0.0	110	1
Cc1ccc(O)c(NC(=O)C2CCCCC2)c1	3	4	-1	-1.8	-6	-16	0.2	99	3
O=C(Oc1c(Br)cc([N+](=O)[O-])cc1Br)c1cccnc1	4	-1	-8	3.0	-1	9	0.2	105	-2
CCOc1ccc(N(C)S(=O)(=O)c2ccc3[nH]cc(C(=O)NCCOC)c(=O)c3c2)cc1	4	-7	-4	·	8	20	0.1	106	4
CC(C)CSC1=NSC2=NC(=O)/C(=C\c3cccs3)C(=N)N12	-19	-4	-5	0.7	0	0	0.0	89	-4
Cc1ccc(C(=O)N2CCC3(CC2)Oc2ccc(Cl)cc2C(=O)C32CC(c3ccc(Cl)cc3)=NO2)s1 (stereo not given)	-4	-5	-4	2.1	-5	-3	0.1	98	0
CCOC(=O)c1c(NC2=NS(=O)(=O)c3ccccc32)sc2c1CCC(C)C2 (stereo not given)	1	-2	-1	0.5	5	-10	-0.2	99	-1
CCn1c(C(C)NC(=O)c2ccc(Cl)cc2)n[nH]c1=S (stereo not given)	0	0	-17	3.3	-6	-5	0.2	91	-7
O=C(C1=C[C@@H](C2CCCCC2)C[C@@H](OCc2ccc(CO)cc2)O1)N1CCN(Cc2ccc3c(c2)OCO3)CC1	12	1	4	-0.6	4	-12	0.3	102	6
CCOc1cccc(/C=N/N2C(C)CCCC2C)c1O (stereo not given)	0	6	2	-0.6	-1	-2	-0.1	93	7
CCOCCCNC(=S)N1CCC(C(=O)c2ccc(C)cc2)CC1	0	1	2	-0.3	13	-16	0.0	98	0
COc1cc(/C=N/NS(=O)(=O)c2ccc(C(C)(C)C)cc2)cc([N+](=O)[O-])c1O	4	2	0	-2.4	-16	7	0.1	117	2
COc1ccc(-n2cc(-c3ccccc3)[n+]3c2CCCCC3)cc1	-3	0	-4	-1.6	4	7	-0.1	92	4
CCc1ccc(-n2c(=O)c3c(C)c(C(=O)N(C)C)sc3n(CC(=O)NCc3ccco3)c2=O)cc1	4	1	4	0.3	5	-8	0.2	108	1
O=C(NCc1ccc2c(c1)OCO2)c1ccco1	-2	4	3	-0.7	-8	4	0.0	100	8
COc1ccc(NC(=O)CN2CCN(C(=O)N3CCOCC3)CC2)cc1	-6	0	-2	-3.1	-2	9	0.2	118	1
Cc1nn(-c2cc(N3CCCCCC3)ccc2[N+](=O)[O-])c(=O)c2ccccc12	4	-5	0	-0.3	15	20	-0.1	98	2
COc1ccc(-c2nnc(SCc3c(C)noc3C)n2N)cc1OC	1	0	-1	1.7	-1	-11	0.1	93	-2
CC(C)C1CC(c2ccccc2)(C(CN)CO)CCO1 (stereo not given)	6	0	1	1.0	7	-6	-0.1	104	3
CCc1cc2cccc(C)c2nc1SCC(=O)Nc1cc(C)on1	-15	-3	10	-0.9	1	-5	0.0	95	3
Cc1cc(C)cc(C(=O)NCC(=O)OCC(=O)N2c3ccccc3NC(=O)C2(C)C)c1	-2	2	27	-1.1	-14	2	0.2	96	7
COC(=O)[C@@]12CCCN1[C@H](c1ccc(-c3ccc(OC)cc3)c(OC)c1)[C@H]1C(=O)N(C)C(=O)[C@H]12	-7	4	1	-1.6	-22	3	·	·	-1
O=C1CC(c2ccco2)CC(O)=C1C=Nc1cc(Cl)cc(Cl)c1 (stereo not given)	5	0	-5	-1.2	-4	11	-0.1	113	1
COc1ccc2c(c1)[C@H]1[C@H](CO2)[C@H](c2ccccc2)[C@]2(C)C(=O)N[C@H](C)C(=O)N12	4	·	5	·	·	-4	-0.3	92	7
CCn1c(SCC(=O)Nc2sc3c(c2C#N)CCCC3)nnc1-c1ccco1	-8	7	-2	-5.6	0	-3	-0.1	101	0
Cc1ccc([N+](=O)[O-])cc1S(=O)(=O)Nc1cccc(-c2ccc(N3CCOCC3)nn2)c1	2	1	-1	-0.1	-7	-16	-0.2	78	-1
O=C1CCCN2N=C(SCC(=O)Nc3ccc(Br)cc3)SC2=N1	1	5	-1	-0.4	-1	-4	-0.1	97	1
CCCCNC(=O)c1cc2c(=O)n3cccc(C)c3nc2s1	-2	0	-5	-0.6	6	11	-0.1	116	-2
CCCCc1nc2ccccc2[nH]1	-5	3	4	0.0	-3	-13	-0.2	80	2
Cn1c(-c2nnn(-c3ccc(F)cc3)n2)cc2ccccc21	7	-5	1	0.1	1	-4	-0.1	102	6
Cc1cc(C)nc(NN2C(=O)/C(=C/c3ccccc3)SC2=S)n1	4	-11	14	-5.9	12	3	0.1	107	15
COC(=O)/C=C/c1ccc(-n2ccnc2)cc1	1	2	0	-0.8	-1	8	-0.1	119	5
CN(Cc1c(C(=O)N/N=C/c2ccccc2)nnn1-c1nonc1N)c1ccccc1	-12	0	-4	3.5	-14	4	0.4	104	3
COc1ccc(Cl)cc1N(C(C)=O)c1nc(C)cc(C)c1C#N	-10	1	1	2.1	-2	-14	0.1	93	-2
O=c1[nH]nnc2c1sc1nc(N3CCOCC3)c3c(c12)CCCC3	-4	-2	1	0.9	9	1	0.1	108	-2
Cc1cc(C(F)F)n2nc(C(=O)Nc3ccc(S(=O)(=O)N4CCCCCC4)cc3)nc2n1	-3	1	12	-1.2	-5	-4	-0.1	97	8
CCS(=O)(=O)c1ccc(O)c(NC(=O)Nc2cccc3ccccc23)c1	11	2	8	1.5	-12	-11	0.0	113	9
CCOc1ccc(NC(=O)C/C(C)=N/NC(=O)COc2ccc(Br)cc2C)cc1	-6	5	-5	2.3	2	-2	-0.1	106	-3
O=C(/C=C/c1ccc([N+](=O)[O-])cc1)NCc1ccco1	2	-6	15	-3.8	5	10	0.0	95	5
CN(CCO)c1nc(N)c(C#N)c(CC#N)c1C#N	3	-3	3	-8.6	-1	-13	-0.1	90	10
Cn1cnnc1SCC(=O)Nc1ccccc1F	-1	4	1	-1.4	6	0	-0.1	83	1
COc1ccc(-c2nc(-c3ccc(C(=O)O)cc3)no2)cc1	6	1	1	-1.8	3	-9	-0.1	110	-4
Cc1ccccc1NC(C)C(=O)N/N=C/c1ccccc1OCc1cccc(Br)c1 (stereo not given)	3	-5	-6	0.5	-1	6	0.1	88	-4

Grouped by structure, the entries above containing a cyano group.
SMILES	GLD-1 TGE inh	Fam108B counter	MCL1-BIM inh	MEX-5 binding	EBNA-1 inhibitor	ZTA counter	Efflux pump mplx	CR mimetic SO	Bcl-xL primary
CCn1c(SCC(=O)Nc2sc3c(c2C#N)CCCC3)nnc1-c1ccco1	-8	7	-2	-5.6	0	-3	-0.1	101	0
COc1ccc(Cl)cc1N(C(C)=O)c1nc(C)cc(C)c1C#N	-10	1	1	2.1	-2	-14	0.1	93	-2
CN(CCO)c1nc(N)c(C#N)c(CC#N)c1C#N	3	-3	3	-8.6	-1	-13	-0.1	90	10

Carrying on.
SMILES	GLD-1 TGE inh	Fam108B counter	MCL1-BIM inh	MEX-5 binding	EBNA-1 inhibitor	ZTA counter	Efflux pump mplx	CR mimetic SO	Bcl-xL primary
CCS(=O)(=O)n1nc(-c2ccccc2)nc1NCc1ccco1	4	-4	6	2.0	-9	-16	-0.1	101	-1
CCOc1ccc(CCNC(=O)CS(=O)(=O)Cc2nc(-c3ccc(OC)cc3)oc2C)cc1	-4	0	0	-2.3	1	0	0.2	96	-1
COc1ccc(C(C(=O)NC(C)(C)C)N(C(=O)CCC(=O)Nc2cc(C)on2)c2ccccc2F)cc1 (stereo not given)	-3	0	3	2.5	-3	-4	-0.1	93	2
CCC(c1nnnn1CCc1ccccc1)N1CCN(c2ccc(OC)cc2)CC1 (stereo not given)	6	0	3	0.9	-14	4	0.3	100	7
Cc1ccc(-n2nc3ccc(NC(=O)/C=C/c4ccco4)cc3n2)cc1	-12	-37	-17	0.8	-2	2	0.6	54*	-3
O=C(CCc1ccccc1)c1nnc(-c2ccccc2)o1	1	4	12	0.7	-15	-3	0.1	78	6
O=C(O)C(Cc1c[nH]c2ccccc12)N1C(=O)c2ccccc2C1=O (stereo not given)	-1	0	7	2.4	-4	-13	0.0	106	7
Cc1cc(C)n2nnnc2n1	1	1	-1	-3.7	4	0	-0.1	93	-1
O=C(Nc1cccnc1)c1cccnc1Cl	8	-2	2	0.0	-9	11	0.0	94	5
CCCCn1nnnc1SCC(=O)c1cc(Cl)ccc1OC	-1	1	-11	2.9	-4	-11	0.0	100	-7
O=C(N/N=C/c1ccc(O)cc1)Nc1cccc2nsnc12	-4	-5	9	1.5	-11	10	0.0	102	6
Cc1ccc2nc3n(c(=O)c2c1)CCCCC3	-4	0	3	-2.1	-6	0	0.1	106	2
CSc1ccccc1NC(=O)COc1nsnc1N1CCOCC1	5	3	1	-2.8	-5	-10	0.1	101	1
NC(=S)N=Nc1c(O)n(Cc2ccc(F)cc2)c2ccccc12	1	4	12	-0.1	15	-17	-0.2	90	11
COc1nccnc1NS(=O)(=O)c1ccc(NC(=O)c2cccc(C)c2)cc1	-7	-2	-2	1.4	8	6	0.0	105	4
CCCCCCNS(=O)(=O)c1ccccc1Br	-5	-7	-3	3.1	-7	-17	-0.1	90	-2
CCCCC1(Cc2ccc(OC)c([N+](=O)[O-])c2)C(=O)N(c2ccccc2)N(c2ccccc2)C1=O	2	-6	0	-0.4	-4	2	0.0	108	-2
O=C(Cc1cccs1)N1CCN(S(=O)(=O)c2ccc(Br)cc2)CC1	4	3	-1	-1.1	0	22	0.1	93	3
Cc1ccc(C)c(OCC(=O)Nc2nc3ccc([N+](=O)[O-])cc3s2)c1	-6	-4	-10	2.6	1	8	0.6	101	-2
Cc1noc(C)c1C(=O)N1CCc2ccccc21	7	-4	-1	-1.5	3	-5	0.4	106	3
COc1ccccc1NC(=O)Cn1nnc(C(=O)NCc2cccs2)c1N	7	-1	-1	-1.2	-9	-27	0.0	79	-3
CCc1ccc2oc(=O)cc(CN3CCCCC3)c2c1	-3	-1	-5	2.0	6	10	0.1	107	-4
COC(=O)c1cc(S(=O)(=O)Nc2cc(OC)cc(OC)c2)c[nH]1	-3	0	8	-1.8	15	7	-0.2	109	7
C=CCn1c(SCC(C)=O)nnc1-c1cc(-c2ccccc2)sc1N	1	1	-2	-0.1	-4	-2	0.0	101	-4
O=C(CSc1nnc(CN2CCOCC2)n1-c1ccc(Cl)cc1)N1CCc2ccccc21	-7	-1	-12	-0.3	10	1	0.1	107	-5
COc1cc2c(cc1OC)CN(C(=O)c1ccco1)CC2	-3	-2	-2	-0.1	8	-14	-0.1	95	3
CCc1ccc(S(=O)(=O)c2ccc(-n3nc(C)cc3N)cc2)cc1	-4	0	-7	1.6	5	-6	0.2	99	2
COc1ccc(NS(=O)(=O)c2ccc(N3CCCC3)c(NC(=S)Nc3ccc(SC(F)F)cc3)c2)cc1	5	3	12	-1.2	4	3	0.0	108	11
CCN1CCN(c2cc(C)c3cc(NC(=O)c4ccncc4)ccc3n2)CC1	3	1	8	-1.9	5	-7	-0.1	95	7
COc1ccc(C(C)=O)cc1COc1ccc([N+](=O)[O-])c(C)c1	-3	-6	-11	0.0	-15	-40	-0.1	98	-1
CC1CCc2[nH]c3ccc(C(=O)N(C)CC(=O)Nc4cccc(F)c4)cc3c2C1 (stereo not given)	6	1	-5	3.8	1	12	0.0	117	-2
